SNCA expr inhib – SNCA gene expression inhibition; AID 1671194; HEK-293 SNCA-luciferase knock-in, luminescence, 24 h; Potency, µM (highest dose often 57.2 µM), inactives show at the highest dose activity change, negative = inhibition, usual class: inhibitors; hit rate 0.17% among 140,000;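 also: potency is read from the fitted curve at half-maximal effect; plate controls were DMSO cells for no effect and cell-free wells for full effect; nearly all actives have a fitted effect of over 45% in size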
IP6K1 inh – inhibitors of human IP6K1 | Q92551 | IP6K1 kinase, ADP-Glo luminescence, 2 h; active compounds read low | activity change, % (series mostly up to about 58 µM) | hit rate 0.81% among 140,000 | AID 1645851; in the data active = activity change below about -25%
Target sequence (Q92551 whole entry, looked up): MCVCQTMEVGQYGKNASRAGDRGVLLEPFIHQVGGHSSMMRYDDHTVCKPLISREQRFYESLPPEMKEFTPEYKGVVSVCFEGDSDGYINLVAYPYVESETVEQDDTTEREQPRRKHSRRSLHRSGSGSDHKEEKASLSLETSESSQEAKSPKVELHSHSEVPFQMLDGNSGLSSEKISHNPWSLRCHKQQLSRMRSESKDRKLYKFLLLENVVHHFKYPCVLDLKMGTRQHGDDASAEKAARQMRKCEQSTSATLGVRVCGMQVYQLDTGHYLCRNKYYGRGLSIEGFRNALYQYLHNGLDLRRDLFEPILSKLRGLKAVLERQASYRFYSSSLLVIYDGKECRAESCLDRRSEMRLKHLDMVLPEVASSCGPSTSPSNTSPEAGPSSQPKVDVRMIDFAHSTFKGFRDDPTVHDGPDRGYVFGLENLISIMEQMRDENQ
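ADP-Glo luminescence measures ADP made by human IP6K1 during a 2 h RT reaction with ATP/IP6 (mix at 1.3 mM/130 uM); top library doses 57.5 and 19.1 uM final.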
FLuc inh – blocks purified firefly luciferase enzyme activity. P08659. purified P. pyralis luciferase, luminescence, biochemical. Potency, µM (top dose mostly 115 µM), for the others: top-dose activity change, negative = inhibition, hits mostly inhibitors. hit rate 2.5% among 76,000. AID 1347043; also: potency is read from the fitted curve at half-maximal effect; nearly all actives have a fitted effect of over 65% in size
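Luminescence read by CCD imager after adding enzyme (10nM final) to wells holding compound, titrated in qHTS. Substrates 10uM each D-luciferin and ATP; buffer 50mM Tris acetate pH 7.5, 10mM Mg acetate, Tween-20, BSA.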
GPT2 inhibitor – GPT2 alanine aminotransferase inhibition; Q8TD30; Recombinant GPT2, coupled pyruvate oxidase/HRP Amplex Red fluorescence; Potency, µM (series often up to 57.7 µM), for inactives: at the top dose activity change, negative = inhibition, actives largely listed as inhibitors; hit rate 0.25% among 100,000; AID 1671188; also: potency is read from the fitted curve at half-maximal effect; nearly all actives have a fitted effect of over 60% in size; many of its hits are not listed in these tables
Target sequence (Q8TD30 whole entry, looked up): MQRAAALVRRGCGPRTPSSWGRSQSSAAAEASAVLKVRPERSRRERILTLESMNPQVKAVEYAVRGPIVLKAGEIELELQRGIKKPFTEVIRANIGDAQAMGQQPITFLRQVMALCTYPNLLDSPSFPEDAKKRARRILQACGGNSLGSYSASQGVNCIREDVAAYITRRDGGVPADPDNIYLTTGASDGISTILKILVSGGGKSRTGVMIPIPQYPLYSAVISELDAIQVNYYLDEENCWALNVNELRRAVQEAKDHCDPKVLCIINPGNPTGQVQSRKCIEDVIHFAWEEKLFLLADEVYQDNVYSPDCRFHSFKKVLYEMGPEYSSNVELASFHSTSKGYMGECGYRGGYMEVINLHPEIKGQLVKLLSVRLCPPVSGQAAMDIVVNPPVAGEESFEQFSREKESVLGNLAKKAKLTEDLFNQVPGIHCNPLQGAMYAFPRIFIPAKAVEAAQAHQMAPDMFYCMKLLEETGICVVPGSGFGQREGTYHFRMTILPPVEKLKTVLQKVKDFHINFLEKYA
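Recombinant GPT2 (10ng/uL) with 250uM a-KG and 2mM L-alanine, 30 min at room temperature, in HEPES pH 7.5 buffer. Pyruvate detected by pyruvate oxidase/HRP/Amplex Red fluorescence after 30 min in the dark; AOA (50uM) as positive control.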
HEK293 viab – cell viability loss counter-screen | hit rate 0.12% among 150,000 | AID 1671193 | Potency, µM (titrated, usually from 57.1 µM), inactives show top-dose activity change, negative = cytotoxicity, hits mostly cytotoxic | HEK-293-SNCA-luc viability, GF-AFC fluorescence, 24 h;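 also: potency is read from the fitted curve at half-maximal effect; 0% = DMSO-treated cells and -100% = medium-only wells without cells; nearly all actives have a fitted effect of over 30% in size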
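HEK-293-SNCA-luc cells (1500/well) plated 24 h, then exposed 24 h to a dilution series; GF-AFC added 30 min at 37C, fluorescence 405/540 nm; normalised to medium-only and DMSO wells, Hill fit.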
HEK293 tox – cytotoxic compounds in HEK 293 cells. Potency, µM (highest dose often 115 µM), without a hit: top-dose activity change, negative = cytotoxicity, actives largely listed as inhibitors. HEK 293 viability, ATP luminescence (CellTiter-Glo), 48-72 h. hit rate 6.6% among 94,000. AID 1345083; also: potency is read from the fitted curve at half-maximal effect; nearly all actives have a fitted effect of over 60% in size
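250 HEK 293 cells/well; compound by pintool; incubated 48 or 72 hr at 37 degree Celsius; CellTiter-Glo added, 10 min RT, luminescence imaged.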
NIH3T3 tox – cytotoxic compounds in NIH 3T3 cells | Potency, µM (top dose mostly 96.7 µM), for inactives: top-dose activity change, negative = cytotoxicity, usual class: inhibitors | NIH 3T3 viability, CellTiter-Glo ATP luminescence, 48-72 h | AID 1345082 | hit rate 4.3% among 94,000; also: potency is read from the fitted curve at half-maximal effect; nearly all actives have a fitted effect of over 55% in size
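NIH 3T3 cells at 400 cells/well received 23 nL of compound by pintool and were incubated 48 or 72 h at 37 °C. Viability was read as ATP-coupled CellTiter-Glo luminescence.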
Starred values were filed as active, the others as inactive; i = inactive; ? = inconclusive; . = not tested or not shown; [ ] = remark or other dose. Unless noted, calls follow the shape of the dose curve; as a rule, active = well fitted curve in the direction sought with a large enough effect; inconclusive = small, poorly fitted or top-dose-only effect, or another doubt; inactive = no such curve, though single readings can be large; an effect the other way counts as inactive or inconclusive. Unless noted, % is scaled to controls: 0 for no effect and ±100 for the full control effect.

SMILES	SNCA expr inhib	IP6K1 inh	FLuc inh	GPT2 inhibitor	HEK293 viab	HEK293 tox	NIH3T3 tox
CCc1nc(-c2ccc(OC3CCN(C(=O)COc4ccc(F)cc4)C3)cc2)no1 (centres undefined)	-10%	0	-1%	?	12%	?	?
COCCN1CC(CO)C2(CCN(Cc3cccs3)CC2)C1 (centres undefined)	8%	33	8%	i	2%[12.5 µM]	?	-8%
Cc1ccc(Cn2c(SCC(=O)NCc3ccccc3Cl)nc3ccsc3c2=O)cc1	52%[activator]	44	.	.	7%	.	.
O=C(Cc1cccc(Cl)c1)N1CCc2c(n(Cc3ccccc3)n(-c3ccccc3)c2=O)C1	-13%	5	-4%	i	-7%	?	?
CCCn1c(NCc2ccc(N(CC)CC)cc2)nc2ccccc21	18µM*	-20	.	.	-30%	.	.
COc1ccccc1OCCNC(=O)C1CC(=O)N(c2n[nH]c3cccc(F)c23)C1 (centres undefined)	3%	6	9%	i	2%	2%	-1%
COc1ccccc1CNC(=O)c1oc2ccc(S(=O)(=O)N3CCCCC3)cc2c1C	?	-10	.	.	-3%	.	.
CCC(CC)C(=O)NC[C@H]1O[C@H](Cc2cc(-c3ccc(F)cc3)on2)CC[C@@H]1O	61%[activator][87.6 µM]	-1	?	-9%[88.5 µM]	-5%[87.6 µM]	?	?
CCc1nc(-c2nnn3c2COC(c2ccc(OC)cc2)C3)no1 (centres undefined)	4%	9	-4%	1%	-1%	-6%	i
Clc1ccccc1C1(c2ccnc(NC3CCC3)n2)CCNCC1	-24%	14	1%	-34%	?	35µM*	28µM*
COc1ccc(C(=O)Nc2ccc3c(c2)CN(Cc2ccccc2Cl)C(=O)C(C)O3)cc1OC (centres undefined)	-14%	11	3%	-13%	-28%	?	?
CCN(CC1CCCN(CCc2cccc(OC)c2)C1)C(=O)CSC (centres undefined)	-30%	6	9%	i	-5%	-13%	-5%
Oc1ccccc1CN1CCNc2cnc(OCc3cccnc3)cc2C1	-35%[87.6 µM]	-16	15%[172 µM]	3%[88.5 µM]	-1%[87.6 µM]	100µM*	-19%[138 µM]
CC(=O)N1CC2(Cc3ccccc31)CN(C(=O)Cc1ccc(F)cc1)C2	-3%[87.6 µM]	23	-8%[172 µM]	?	-5%[87.6 µM]	-23%[172 µM]	?
CC(=O)NC[C@H]1CCN(Cc2cccc(Cl)c2F)C[C@H]1N(C)C	20%	20	5%	2%	-9%[12.5 µM]	-26%	-3%
O=c1c2c(CO)c(-c3ccc(F)cc3)nn2ccn1CCOc1ccccc1	33%[activator]	21	-20%	i	-14%	?	?
O=C(O)[C@@H]1CN(Cc2ccccc2)C[C@@H]1C(=O)N1CCCCC1	?	5	-2%	i	-1%	-17%	-4%
O=C(c1ccc(Cl)cc1)N1CCN(c2cc(-c3ccc(F)cc3)[nH]n2)CC1	?	9	0%	-1%	1%	?	35µM*
COCCCNc1nc2c(S(=O)(=O)c3ccc(C(C)C)cc3)nnn2c2ccccc12	-7%	9	.	-36%	1%	-16%	?
O=C(NCc1ccc(F)cc1)[C@@H]1C[C@H](c2ccc(F)cc2)N([S+](=O)([O-])C2CC2)C1	-26%[87.6 µM]	2	-1%[172 µM]	i	-4%[87.6 µM]	?	-25%[138 µM]
COC1CCN(C(=O)Cc2c[nH]c3ncc(-c4cnn(C)c4)cc23)CC1	1%[87.6 µM]	6	6%[172 µM]	2%[88.5 µM]	-9%[87.6 µM]	?	45µM*
Cc1oc2c(c1C(=O)NC1CCN(C)CC1)CN(C)CC2	-17%	7	4%	i	-15%	2%	i
CS(=O)(=O)N1CC2(CCCN2Cc2ccc(Cl)cc2)Cc2ccccc21 (centres undefined)	7%	-15	.	i	7%	?	?
COc1ccc(NC(=O)C2CCN(S(=O)(=O)c3ccc4[nH]c(=O)ccc4c3)CC2)c(OC)c1	-10%	-16	.	.	3%	.	.
CS(=O)(=O)N(C1CCOCC1)C1CN(S(=O)(=O)c2ccccc2)C1	-22%	-9	-4%	4%	1%	-19%	-4%
The list goes on.
SMILES	SNCA expr inhib	IP6K1 inh	FLuc inh	GPT2 inhibitor	HEK293 viab	HEK293 tox	NIH3T3 tox
CN(C)Cc1nnc(C2CC(NC(=O)c3cnc4ccccc4n3)C2)n1C (centres undefined)	4%	-3	0%	-63%	-2%	-17%	-26%
COc1ccc(NC(=O)Cn2c(=O)n(Cc3nc(C)no3)c(=O)c3cc4c(cc32)OCO4)cc1	-10%	7	.	.	-13%	.	.
Cc1cccc(Cl)c1NC(=O)Cn1ccn2nc(-c3ccc(F)cc3)c(CO)c2c1=O	?	3	0%	-13%	-23%	?	-19%
C=C(C)C1CCC2(C(=O)O[C@@H]3O[C@H](CO[C@@H]4O[C@H](CO)[C@@H](O)[C@H](O)[C@H]4O)[C@@H](O)[C@H](O[C@@H]4O[C@@H](C)[C@H](O)[C@@H](O)[C@H]4O)[C@H]3O)CCC3(C(=O)O)C(CCC4C5(C)CCC(O)C(C)(C)C5CCC43C)C12 (some centres undefined)	.	1	.	4%[17.1 µM]	-14%[12.5 µM]	.	.
COc1ccc(CCNC(=O)CCCCCn2c(=O)[nH]c3cc(OC)c(OC)cc3c2=O)cc1OC	50%[activator]	18	.	.	4%	.	.
Cn1nccc1C(=O)N1CCC(Cc2nc(C3CCOCC3)no2)CC1	-24%	9	-6%	i	5%	?	-25%
Cc1n[nH]c(C)c1-c1ccc(CN(C)C)cc1O	2%	-2	1%	3%	5%	-3%	i
CN1CCN(C(=O)c2cc(-c3cccc(C(F)(F)F)c3)c3nncn3n2)CC1	-7%	0	.	?	0%	-25%	?
CC(C)N1C[C@H](O)C[C@H]1c1nc(-c2cccc([N+](=O)[O-])c2)no1	58%[activator][87.6 µM]	11	?	i	8%[87.6 µM]	-10%[172 µM]	-4%[174 µM]
O=C(Cc1ccc(F)cc1)N1CCN(C(=O)c2nnn3c2COC(c2ccc(Cl)cc2)C3)CC1 (centres undefined)	-14%	3	-4%	-1%	-19%	?	-25%
COc1ccc(OC)c(NC(=O)C(Cc2ccccc2)NS(=O)(=O)c2ccc3c(c2)CCC(=O)N3)c1 (centres undefined)	-4%	-12	.	.	-4%	.	.
CCOc1ccc(CN2CCCC(CCC(=O)Nc3ccccc3F)C2)cc1CO (centres undefined)	-21%	-1	0%	i	-10%	-11%	2%
CNC(=O)[C@@H]1CN(C(=O)COc2ccc(Cl)cc2C)C[C@H]1CO	-6%	0	-15%	i	?	?	-11%
COCCC(=O)N[C@@H]1CN(C)C[C@H]1CN(C)C	-13%	-6	-1%	i	-3%	i	1%
COc1ccc(NC(=O)c2ccc(Cn3ccn4nc5c(c4c3=O)CCCC5)cc2)cc1	-24%	24	-11%	4%	-8%	?	?
CCCCCCCCCCCCCCCCCC(=O)OC(CC(=O)O)C[N+](C)(C)C (centres undefined)	7%	.	.	-1%	3%	.	.
Cc1cn2nc(C(=O)N3CCC(NC(=O)c4cccc(F)c4)CC3)cc2c(=O)[nH]1	5%	-3	0%	i	25%	-26%	-23%
Cc1cccc(-c2nc(C3CC(=O)N(c4ccc(F)c(Cl)c4)C3)no2)c1 (centres undefined)	?	-7	-5%	i	-4%	?	?
O=C1NCCCCCCN(C(=O)C2(c3ccccc3)CC2)[C@H]2CCCC[C@@H]12	-20%	-5	-7%	?	-10%	-30%	-25%
O=C(c1cc2ccccc2[nH]1)N1CCC2(CC1)CN(c1ccncn1)CC2CO (centres undefined)	18%	7	5%	-15%	-2%[12.5 µM]	?	?
Cn1c(C(=O)N2CCCC(C(=O)N3CCN(c4ccccc4)CC3)C2)cc2sccc21 (centres undefined)	-13%	9	.	.	-10%	.	.
O=C(C1CCCCC1)N1CCN(c2nnc3ccc(C(F)(F)F)cn23)CC1	13%	-1	-11%	i	0%	1%	-11%
C#CCN(C)C(=O)c1c(-c2ccccc2)noc1[C@H](C)O	10%[87.6 µM]	10	5%[230 µM]	0%[88.5 µM]	3%[87.6 µM]	-11%[230 µM]	-18%[230 µM]
Cc1csc(NC(=O)C2(C)COCc3cnc(Nc4ccccc4)nc32)n1 (centres undefined)	-18%[87.6 µM]	10	10%[172 µM]	-6%[88.5 µM]	-19%[87.6 µM]	79µM*	?
O=C(c1ccncc1)N1CCCC(CN2CCCC2)CC1 (centres undefined)	8%	-12	-1%	3%	-4%	5%	2%
Other compounds.
SMILES	SNCA expr inhib	IP6K1 inh	FLuc inh	GPT2 inhibitor	HEK293 viab	HEK293 tox	NIH3T3 tox
COCCN1Cc2nc(-c3ccsc3)ccc2OCC1=O	-6%[87.6 µM]	-11	-21%[172 µM]	2%[88.5 µM]	-1%[87.6 µM]	-33%[172 µM]	?
CC1=NS(=O)(=O)N(C)C=C1C(=O)OCc1nc(-c2ccccc2F)no1	14%	4	-14%	i	-4%	-4%	-14%
COc1ccc(OC)c(C2=NS(=O)(=O)N(C)C(C(=O)Nc3ccc(F)cc3F)=C2)c1	-11%	-8	.	.	-7%	.	.
COc1ccc(CN2C(=O)CO[C@H](c3ccc(NC(=O)Cc4ccccc4)cc3)[C@H]2CO)cc1	?	3	3%	-5%	7%	-24%	-10%
CCOC(=O)c1c(C)oc2ncnc(Nc3ccc(OCC)cc3)c12	18%	-1	.	.	-7%	.	.
Cc1ccc(C(=O)N2CCC[C@H]2c2nc(-c3ccccc3)no2)cc1	33%[activator]	-5	-22%	-16%	1%	-29%	?
Cc1ncc(C(=O)N2CCC3(CC(=O)NC3=O)C2)c(-c2ccccc2)n1 (centres undefined)	-1%	0	2%	-6%	2%	-1%	0%
CN(Cc1ccc(OC(F)(F)F)cc1)Cc1cccc(C(F)(F)F)c1	-3%	-1	.	i	5%	i	-1%
COCCn1c(CN2C(=O)COc3ccccc32)nnc1C1CC(N)C1 (centres undefined)	3%	14	5%	-10%	-19%	1%	-4%
Cn1cnc(S(=O)(=O)N2CCOc3ccc(CCC(=O)NCC4CC4)cc3C2)c1	-12%	2	-4%	-13%	-12%[12.5 µM]	2%	-13%

Some of the entries so far, with two lines to a compound:
The line under a structure holds: SNCA expr inhib | IP6K1 inh | FLuc inh | GPT2 inhibitor | HEK293 viab | HEK293 tox | NIH3T3 tox
> COc1ccc(OC)c(C2=NS(=O)(=O)N(C)C(C(=O)Nc3ccc(F)cc3F)=C2)c1
  -11% | -8 | . | . | -7% | . | .
> COc1ccc(CN2C(=O)CO[C@H](c3ccc(NC(=O)Cc4ccccc4)cc3)[C@H]2CO)cc1
  ? | 3 | 3% | -5% | 7% | -24% | -10%
> CCOC(=O)c1c(C)oc2ncnc(Nc3ccc(OCC)cc3)c12
  18% | -1 | . | . | -7% | . | .
> Cc1ccc(C(=O)N2CCC[C@H]2c2nc(-c3ccccc3)no2)cc1
  33%[activator] | -5 | -22% | -16% | 1% | -29% | ?
> Cc1ncc(C(=O)N2CCC3(CC(=O)NC3=O)C2)c(-c2ccccc2)n1 (centres undefined)
  -1% | 0 | 2% | -6% | 2% | -1% | 0%

Assay outcomes deposited in PubChem BioAssay by National Center for Advancing Translational Sciences (NCATS).

Not all compounds are listed; the hit share may differ from the screen's.
